p53 reactivation: re-activators of mutant p53; H1299 p53-A138V BP100-luciferase reporter, luminescence, 24 h; Potency, µM (titrated, usually from 92.2 µM), for inactives: at the top dose activity change, positive = activation, usual class: activators; 320,000 compounds, 0.063% hits; further: potency means the concentration at half of the fitted maximal effect; % of control where 0% means no effect; nearly all actives have a fitted effect of over 45% in size
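p53-null H1299 cells stably carrying temperature-sensitive p53-A138V and a BP100-luciferase reporter were pinned with compounds (4-point, 1:5 series) and held 24 hrs at 37 deg C. Luminescence was read 10 min after detection reagent.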
PKM2 activator: PKM2 (human) enzyme activation; 260,000 compounds, 0.34% hits; P14618; purified PKM2, Kinase-Glo ATP luminescence, activation; response scale: 0% is enzyme alone, no compound; Potency, µM (titrated, usually from 57.5 µM), for inactives: at the highest dose activation, hits mostly activators; AID 1631; further: potency means the concentration at half of the fitted maximal effect; on the % scale 0 is the no-effect control and ±100 the full control effect; nearly all actives have a fitted effect of over 55% in size
Target sequence (P14618 whole entry, looked up): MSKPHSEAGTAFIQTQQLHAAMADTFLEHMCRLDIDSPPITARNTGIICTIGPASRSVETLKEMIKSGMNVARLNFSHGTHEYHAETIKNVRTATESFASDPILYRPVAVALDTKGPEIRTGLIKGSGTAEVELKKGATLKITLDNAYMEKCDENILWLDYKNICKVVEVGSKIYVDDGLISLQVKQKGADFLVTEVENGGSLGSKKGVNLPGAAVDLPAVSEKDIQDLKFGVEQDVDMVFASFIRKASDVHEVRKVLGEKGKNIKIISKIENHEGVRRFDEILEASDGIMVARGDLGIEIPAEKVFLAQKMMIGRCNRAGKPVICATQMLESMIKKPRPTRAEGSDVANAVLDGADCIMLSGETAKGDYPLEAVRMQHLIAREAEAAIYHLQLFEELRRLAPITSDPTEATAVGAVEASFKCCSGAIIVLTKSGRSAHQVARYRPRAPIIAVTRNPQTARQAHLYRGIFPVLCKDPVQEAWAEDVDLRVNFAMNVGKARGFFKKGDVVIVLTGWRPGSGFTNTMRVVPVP
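Purified hPK-M2 (>95%) run at intermediate activity with 0.1 mM ADP and 0.5 mM PEP in 50 mM imidazole pH 7.2, KCl, MgCl2; 1 h room temperature. ATP formed read by Kinase-Glo luminescence; normalized to uninhibited and no-enzyme controls.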
BRCA1 expr act: activators of BRCA1 expression. MCF7-BRCA1-FFLuc reporter, luminescence, 48 h; response scale: scaled: vehicle 0%, 10 µM genistein 100%. Potency, µM (titrated, usually from 46.1 µM), without a hit: at the highest dose activation, usual class: activators. AID 624202. 380,000 compounds, 1.1% hits; further: potency means the concentration at half of the fitted maximal effect; nearly all actives have a fitted effect of over 80% in size; some results filed as inactive show a strong effect at the top dose
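Using MCF7 cells harboring a BRCA1 firefly luciferase reporter, plated 2 h before compound pinning, the screen measured luminescence after 48 h incubation. Responses were normalized to DMSO and 10 microM genistein, then fitted for concentration-effect.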
VP16 counter: counter-screen for ROR gamma inhibitors: Gal4-VP16 reporter; Drosophila S2 Gal4-VP16 UAS-luciferase, luminescence, 20 h; Potency, µM (series often up to 53.6 µM), for inactives: at the highest dose activity, negative = inhibition, hits mostly inhibitors; 310,000 compounds, 3.5% hits; AID 2546;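 further: Gal4-VP16 expression switched on by copper sulfate through the metallothionein promoter; potency means the concentration at half of the fitted maximal effect; on the % scale 0 is the no-effect control and ±100 the full control effect; nearly all actives have a fitted effect of over 50% in size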
NPC1 promoter act: activators of NPC1 promoter. 320,000 compounds, 2.4% hits. AID 485313. Potency, µM (doses to about 9.22 µM), inactives show at the highest dose activation, actives largely listed as activators. Huh7 NPC1 promoter luciferase reporter, 24 h;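 further: potency means the concentration at half of the fitted maximal effect; % of control where 0% means no effect; nearly all actives have a fitted effect of over 60% in size; reporter is driven by a mutant NPC1 promoter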
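Luminescence read-out of NPC1 promoter-driven luciferase in stably transfected Huh7 cells; compounds delivered in DMSO and left 24 h at 37C, 5% CO2, qHTS titration format.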
Menin MLL FP TR: displaces Texas Red mutant MLL peptide from human menin | O00255 | Menin + Texas Red MLL mutant peptide, fluorescence polarization | Potency, µM (highest dose often 61.6 µM), for the others: at the highest dose FP activity change, negative = inhibition, hits mostly inhibitors | 270,000 compounds, 0.23% hits; active means well fitted inhibition curve with a large enough effect in the polarisation, with a control signal flat, not every such curve was filed as active; inconclusive means small, poorly fitted or top-dose-only effect, or effect the other way, or a change in a side signal; inactive means no such curve, though single readings can be large or run the other way; the % refers to the polarisation; further: potency means the concentration at half of the fitted maximal effect; % of control where 0% means no effect; many of its hits are not listed in these tables
FLuc modulator: inhibits or activates purified firefly luciferase, miR-21 counter-screen. P08659. purified FLuc, Km substrates, luminescence inhibition. Potency, µM (titrated, usually from 57.5 µM), for inactives: at the highest dose activity change, negative = inhibition, usual class: inhibitors. 360,000 compounds, 6.9% hits. AID 588342;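 further: potency means the concentration at half of the fitted maximal effect; plate controls were vehicle for no effect and reference inhibitor for full effect; nearly all actives have a fitted effect of over 55% in size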
Target sequence (P08659 whole entry, looked up): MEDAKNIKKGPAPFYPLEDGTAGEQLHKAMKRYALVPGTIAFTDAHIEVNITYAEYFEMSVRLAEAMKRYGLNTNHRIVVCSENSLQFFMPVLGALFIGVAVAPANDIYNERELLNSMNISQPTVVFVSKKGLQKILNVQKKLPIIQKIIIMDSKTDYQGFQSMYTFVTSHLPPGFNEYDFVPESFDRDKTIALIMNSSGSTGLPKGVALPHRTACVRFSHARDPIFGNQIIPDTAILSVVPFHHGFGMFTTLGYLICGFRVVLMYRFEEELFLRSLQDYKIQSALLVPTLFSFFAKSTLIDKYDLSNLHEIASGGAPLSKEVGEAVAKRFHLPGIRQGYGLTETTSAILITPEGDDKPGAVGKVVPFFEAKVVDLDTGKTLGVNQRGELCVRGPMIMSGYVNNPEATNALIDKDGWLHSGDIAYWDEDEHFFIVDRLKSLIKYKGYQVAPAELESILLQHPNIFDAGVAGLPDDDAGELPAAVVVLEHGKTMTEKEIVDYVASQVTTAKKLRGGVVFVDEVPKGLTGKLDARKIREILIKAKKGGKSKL
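Purified P. pyralis luciferase (10nM final) with 10uM D-luciferin and 10uM ATP (Km levels) in 50mM Tris acetate pH 7.5, 10mM Mg acetate, 0.01% Tween-20, 0.05% BSA; qHTS 6-point titration, ~60 µM downward; luminescence read.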
Rab9 promoter act: Rab9 promoter activation; 320,000 compounds, 2.8% hits; Potency, µM (highest dose often 9.22 µM), for the others: at the highest dose activation, negative = inhibition, hits mostly activators; Huh7 Rab9 promoter-luciferase reporter, luminescence, 24 h; further: potency means the concentration at half of the fitted maximal effect; % of control where 0% means no effect; nearly all actives have a fitted effect of over 60% in size
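Promoter activation is measured as luciferase luminescence in Huh7 cells stably transfected with a Rab9 promoter–luciferase construct, following 24 h compound exposure at 37 °C and 10 min reagent incubation at ambient temperature.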
RORgamma inh: ROR gamma (mouse) transcription inhibition; Drosophila S2 Gal4-RORgamma UAS-luciferase reporter, 20 h; Potency, µM (series often up to 53.6 µM), for inactives: at the top dose activity change, negative = inhibition, usual class: inhibitors; 310,000 compounds, 5.4% hits; AID 2551; further: potency means the concentration at half of the fitted maximal effect; on the % scale 0 is the no-effect control and ±100 the full control effect; nearly all actives have a fitted effect of over 60% in size
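Drosophila Schneider cells stably carrying a metallothionein-driven Gal4 DBD–ROR gamma fusion and a UAS-Photinus luciferase reporter were exposed to compound for 1 hr, then induced with copper sulfate (700 uM final) for 20 hr at ambient temperature before luminescence reading.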
ELG1 genotox: induces genotoxicity in HEK293T cells with luciferase-tagged ELG1. HEK293T ELG1-luciferase reporter, luminescence, 16 h. Potency, µM (titrated, usually from 46 µM), for inactives: at the highest dose activity change, positive = activation, most hits filed as activators. 330,000 compounds, 1.3% hits. AID 504466; further: potency means the concentration at half of the fitted maximal effect; % of control where 0% means no effect; nearly all actives have a fitted effect of over 60% in size
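16 hr compound incubation (37 °C, 5% CO2) of HEK293T cells carrying luciferase-tagged ELG1; luciferase then measured by ONE-Glo luminescence after 30 min at RT.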
Giardia killer: kills Giardia lamblia; Giardia lamblia trophozoite viability; activity change, % at 7.66 µM, hits read low; 340,000 compounds, 0.15% hits; in the data active means activity change below about -80%; inconclusive means between about -30% and that limit;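 further: parasites exposed to compound for two days anaerobically before the ATP read; on the % scale 0 is the no-effect control and ±100 the full control effect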
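Viability, read as ATP luminescence: trophozoites at 100 cells/well, compound added, 48 hrs anaerobic at 37 deg C, then 15-30 min room-temperature development before reading.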
* marks the source's active call; other numbers are inactive results; ? = inconclusive; nt = no result given; & = joins results of further samples; [ ] = remark or other dose. Unless noted, the call rests on the fitted dose curve; in most records, active means well fitted curve in the direction sought with a large enough effect; inconclusive means small, poorly fitted or top-dose-only effect, or another doubt; inactive means no such curve, though single readings can be large; an effect the other way counts as inactive or inconclusive. A portion of the library; rates above refer to the full screens.

mol	p53 reactivation	PKM2 activator	BRCA1 expr act	VP16 counter	NPC1 promoter act	Menin MLL FP TR	FLuc modulator	Rab9 promoter act	RORgamma inh	ELG1 genotox	Giardia killer
O=C(NCC1CCS(=O)(=O)C1)NCC1CCS(=O)(=O)C1 (stereo not drawn)	8%	-1%	10%	2%	9%	-18%	1%	3%	-12%	-1%	-1
O=C(CSc1nnc(-c2ccncc2)o1)Nc1cc(F)ccc1F	?	nt	?	nt	2.8µM*	nt	-22%	2.8µM*	nt	?	-3
O=C(N/C(=C\c1cccc([N+](=O)[O-])c1)C(=O)N1CCOCC1)c1ccc([N+](=O)[O-])cc1	1%	0%	-15%	2%	-4%	-1%	1%	?	-1%	0%	13
CCc1cccc(CC)c1NC(=O)CSc1nc2ccc(N3C(=O)C4C5C=CC(C5)C4C3=O)cc2s1 (stereo not drawn)	-1%	3%	-72%	?	-5%	-22%	4%	-3%	-25%	-18%	7
CCNc1ccc(C(=O)OCC(=O)NCCN2C(=O)CSC2=O)cc1[N+](=O)[O-]	-5%	14%	0%	-7%	-4%	-19%	-2%	-1%	?	2%	14
O=C1CCN(Cc2ccccc2)CCN1[C@H](COc1ccccc1)Cc1ccccc1	nt	1%	-8%	1%	-3%	-11%	3%	-2%	25%	-7%	-14
Cc1cc(C)c2c(N)c(C(=O)Nc3nccs3)sc2n1	5%	2%	-93%[inhibitor]	?	?	14%	0.34µM*	1µM*	?	0.33µM*	?
CCOC(=O)c1cnn(-c2ccccc2)c1NC(=O)c1ccccc1C	nt	0%	-6%	5%	nt	-10%	8%	nt	18%	nt	-14
COc1ccccc1-c1nnc2sc(COc3ccc(Cl)cc3Cl)nn12	-5%	-5%	-49%	-28%	-2%	?	?	-1%	7%	-9%	26
CC(C)C(=O)NC(c1cccc([N+](=O)[O-])c1)c1c(O)ccc2ccccc12 (stereo not drawn)	0%	-2%	1%	7%	-7%	?	-13%	-2%	3%	0%	-11
CCOC(=O)N1CCN(Cc2nc3c(c(=O)n(C)c(=O)n3C)n2CCCc2ccccc2)CC1	-5%	5%	-15%	0%	-1%	3%	-3%[2.3 µM]	-1%	-6%	-4%	31[activator]
COCCN(C(=O)Nc1ccc(OC)cc1OC)C1CCN(C(C)C)CC1	-6%	4%	-3%	0%	-4%	1%	0%	2%	19%	0%	-4
COC(=O)[C@@H]1C[C@]2(OC(=O)c3ccccc3)C=CC(=O)C[C@@H]2N1C(=O)OCc1ccccc1	-19%	4%	-71%	?	4%	-8%	-15%	-15%	?	-15%	7
Cc1ccc(C)c(N(Cc2cc3ccc(C)cc3[nH]c2=O)C(=O)c2ccco2)c1	-3%	12%	-14%	1%	-4%	nt	-4%	0%	40%	-3%	6
O=C(CN1CCOCC1)Nc1ccc(F)cc1	13%	nt	-11%	5%	0%	1%	-2%	-9%	0%	0%	-26
CCCCn1c(N)c(-c2nc3ccccc3o2)c2c([N+](=O)[O-])nn(C)c(=O)c21	7%	-2%	15%	-16%	-3%	-4%	6%	-5%	-4%	-1%	0
Cc1cc(NC(=O)c2cc(-c3ccco3)on2)n(-c2ccccc2)n1	1%	-15%	5%	-4%	-2%	17%	3%	-5%	7.9µM*	0%	2
COc1ccc(/C=N/Nc2ncnc3scc(-c4ccccc4)c23)cc1OC	-2%	3%	-71%	0.89µM*	-2%	13%	?	7%	3.5µM*	-9%	-8
COc1ccc(Cl)cc1NC(=O)CN(C)C(=O)Cc1ccsc1	-6%	nt	-8%	nt	6%	nt	-2%	-2%	nt	0%	-6
Cc1n[nH]c(=O)c2c(NC(=O)CSc3nnc(-c4ccncc4)n3C)oc(C)c12	-2%	0%	-23%	-2%	-1%	nt	6%	1%	-34%	0%	-22
CC1(C)CC(=O)C2=C(C1)Nc1ncnn1C2c1ccccn1 (stereo not drawn)	-4%	2%	9%	6%	-1%	2%	0%	-6%	-9%	0%	-1
CC(=O)c1cc2c(cc1NS(=O)(=O)c1ccccc1Br)OCO2	3%	18%	-11%	-6%	-3%	-11%	0%	0%	33%	-4%	3
C/C=C(\C)C(=O)OC(C)(C)[C@H]1Cc2cc3ccc(=O)oc3cc2O1	-6%	nt	-51%	15%	-6%	-16%	4%	-2%	34%	5%	-20
COc1cc(C(=O)Nc2ccc(NC(=O)C3CC3)nc2)cc(OC)c1OC	-8%	2%	-24%	0%	-3%	-5%	-1%	10%	-1%	3%	-1
CCSc1cc(N2CCCC2)nc(-c2ccc(F)cc2)n1	-3%	2%	-8%	-2%	-2%	-1%	0%	-1%	27%	0%	14
Clc1ccc(C2=Nn3c(Cn4nnc5ccccc54)nnc3SC2)cc1	-6%	-5%	-18%	-7%	-2%	nt	-18%	-10%	?	-1%	17
COCCNc1c2c(c(C#N)c3nc4ccccc4n13)CCCC2	8%	-11%	-22%	-9%	1%	1%	-12%	-2%	-9%	-7%	-8
COc1ccc(CNC(=O)C(c2ccco2)N(C(=O)Cc2cccs2)c2cccnc2)cc1 (stereo not drawn)	-2%	7%	-25%	-11%	9%	2%	2%	1%	19%	-9%	-7
CCS(=O)(=O)c1nc(S(=O)(=O)c2ccc(Cl)cc2)c(NCc2ccco2)s1	8%	9%	-13%	-15%	-4%	17%	1%	-4%	-16%	-4%	3
COc1cccc(-c2nnc(Nc3nc4c(F)cccc4s3)o2)c1	?	-10%	31%	3.5µM*	2.8µM*	?	4.8µM*	3.2µM*	?	11%	?
COC(=O)c1sc(S(=O)(=O)N2CCN(c3ccc(OC)cc3)CC2)c(C(=O)OC)c1C	10%	4%	0%	11%	-1%	-1%	0%&-1%	7%	16%	8%	-20
CCn1cc(S(=O)(=O)NCCc2ccc(F)cc2)cn1	12%	2%	27%	-4%	5%	nt	-1%	19%	10%	0%	?
CCOc1cc(C2C(C(=O)c3ccco3)=C(O)C(=O)N2CCc2ccccc2)ccc1O (stereo not drawn)	-4%	3%	-5%	10%	0%	25%	4%	-1%	0%	3%	-6
CCOc1ccc(S(=O)(=O)NCCC(=O)N2CCCN(C)CC2)cc1	3%	-1%	-3%	-9%	-1%	nt	-2%	3%	-1%	-2%	9
CCOc1ccccc1N(C)C(=O)c1nn(-c2ccc(OC)cc2OC)c(=O)c2ccccc12	1%	5%	-2%	9%	-3%	-9%	-3%	0%	8%	4%	7
Cc1ccc(N=Nc2c(N)nn3c(C)cc(C)nc23)cc1	-1%	0%	-10%	?	-2%	7%	?	9%	?	1%	14
COc1ccc(N2C(=O)c3ccc(C(=O)Nc4ccccc4OC)cc3C2=O)cc1	?	4%[11.5 µM]	29%	?	2%	-5%	-3%	2%	?	-1%	-3
O=C(CCN1C(=O)c2ccccc2C1=O)NCCC1=CCCCC1	?	-7%	4%	-8%	?	-5%	21µM*	2.5µM*	5%	30%	8
CCOC(=O)c1cnc(SCc2nc(N)nc(Nc3ccc(F)cc3)n2)nc1N	-3%	-10%	0%	20%	1%	47%[activator]	?	-6%	31%	0%	12
CN(CCc1ccccn1)C(=O)c1ccc(OC2CCN(Cc3ccccn3)CC2)cc1	-1%	nt	0%	1%	2%	nt	-3%	-1%	-15%	1%	9
N#Cc1nc(Cc2ccccc2)oc1NCc1ccccc1	10%	6%	50%	-18%	9%	-10%	-16%	16%	?	1%	9
COc1cc2c(cc1OC)CN(C(=O)c1cc(Cl)nc(Cl)c1)CC2	-2%	nt	3%	7%	0%	-2%	-3%	-5%	-4%	-5%	-1
O=C(Nc1cccnc1)c1ccc(COc2ccccc2Br)cc1	-3%	nt	3%	7%	0%	-10%	?	-2%	-1%	15%	-4
O=C(Nc1ccc(OC(F)(F)F)cc1)Oc1ccccc1N1CCCCC1	0%	-4%	20%	3%	-4%	nt	-8%	-5%	-1%	0%	-7
Nc1ccc(S(=O)(=O)N2CCOCCOCCOCCOCCOCC2)cc1	10%	3%	-18%	-4%	-2%	-17%	1%	-2%	-13%	0%	0
Cc1csc(NC(=O)c2ccc(S(=O)(=O)N3CCCC3)cc2)n1	16%	-3%	44%	7%	18%	nt	?	18%	-2%	-3%	-16
Cc1ccc(Cn2ccc(NC(=O)c3noc4c3CCc3ccccc3-4)n2)cc1	1%	-4%	0%	-3%	0%	-6%	?	0%	7%	-3%	-4
COc1cc(NC(C)=O)c2ncccc2c1NC(C)=O	0%	11%	-3%	-7%	-2%	16%	-1%	-2%	-21%	-4%	-7

Assay outcomes from PubChem BioAssay.
